D2 agonist – activates the human D2 dopamine receptor; P14416; activation, % at 2 µM; 0.53% of 340,000 active; HEK293 T-REx D2 cells, calcium flux agonist mode;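 active = activation over 3 SD above normal in the single-dose calcium agonist read, cut at about 30% in these data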; note: 0% is about no effect
Target sequence (P14416 whole entry, looked up): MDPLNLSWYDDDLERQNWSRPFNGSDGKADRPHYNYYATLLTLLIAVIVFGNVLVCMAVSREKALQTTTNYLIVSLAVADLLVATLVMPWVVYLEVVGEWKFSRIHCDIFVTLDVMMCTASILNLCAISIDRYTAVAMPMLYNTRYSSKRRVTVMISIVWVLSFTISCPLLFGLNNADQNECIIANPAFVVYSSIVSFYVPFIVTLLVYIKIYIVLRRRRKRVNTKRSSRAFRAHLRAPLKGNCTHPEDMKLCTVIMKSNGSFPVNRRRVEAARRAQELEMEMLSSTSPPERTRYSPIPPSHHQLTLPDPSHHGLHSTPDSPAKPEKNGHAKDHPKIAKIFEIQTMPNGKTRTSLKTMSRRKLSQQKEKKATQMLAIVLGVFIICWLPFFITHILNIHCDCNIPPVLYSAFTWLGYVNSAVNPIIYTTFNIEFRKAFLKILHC
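Tetracycline-induced HEK293 T-REx cells with force-coupled D2 receptor, plated overnight at 30 C, loaded with no-wash calcium dye. After a 10 s baseline, compound was pin-added and calcium flux read kinetically for 180 s; calcium rises flagged agonists.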
D2 potentiator – positively modulates the human D2 dopamine receptor allosterically; P14416; HEK293 T-REx D2, calcium flux, EC20 dopamine potentiation; potentiation, % at 10 µM; 0.34% of 340,000 active; AID 485347;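 active = potentiation over 3 SD above the plate norm, cut at about 30% in these data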; note: 0% is about no effect
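Potentiation of an EC20 dopamine calcium response is measured in a force-coupled, tetracycline-inducible Hek293 Trex D2 line. Compound-only kinetic reads over 180 s flag agonists before dopamine addition.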
D2 antag – antagonists of human D2 dopamine receptor; HEK293 TREx D2 cells, calcium flux, dopamine EC80; inhibition, % at 10 µM; 2% of 340,000 active; P14416; in the data active = inhibition above about 30%; note: 0% is about no effect
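Inhibition of EC80 dopamine-driven calcium flux, recorded kinetically, defines activity here; cells are a tetracycline-induced HEK293 T-REx line expressing force-coupled D2.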
TRHR enhancer – TRH receptor (human) allosteric enhancement | 0.66% of 360,000 active | P34981 | enhancement, % at 2 µM | TRHR cells, fluo-8 calcium fluorescence, EC20 TRH enhancement; in the data active = enhancement above about 30%; note: 0% is about no effect
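TRHR-expressing cells loaded with fluo-8 calcium dye were read kinetically (ex 480/em 530) during compound addition, then stimulated with an EC20 of TRH (10 nM final). Enhancement of the Gq-mediated intracellular calcium response was scored.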
D1 antag – human D1 dopamine receptor antagonism | AID 504652 | 3.2% of 360,000 active | HEK293 TREx D1 cells, calcium flux, dopamine EC80; active compounds read low | activity change, negative = inhibition, % at 10 µM | P21728; in the data active = activity change below about -30%; note: % is set by controls: 0 for no effect and ±100 for the full control effect
Target sequence (P21728 whole entry, looked up): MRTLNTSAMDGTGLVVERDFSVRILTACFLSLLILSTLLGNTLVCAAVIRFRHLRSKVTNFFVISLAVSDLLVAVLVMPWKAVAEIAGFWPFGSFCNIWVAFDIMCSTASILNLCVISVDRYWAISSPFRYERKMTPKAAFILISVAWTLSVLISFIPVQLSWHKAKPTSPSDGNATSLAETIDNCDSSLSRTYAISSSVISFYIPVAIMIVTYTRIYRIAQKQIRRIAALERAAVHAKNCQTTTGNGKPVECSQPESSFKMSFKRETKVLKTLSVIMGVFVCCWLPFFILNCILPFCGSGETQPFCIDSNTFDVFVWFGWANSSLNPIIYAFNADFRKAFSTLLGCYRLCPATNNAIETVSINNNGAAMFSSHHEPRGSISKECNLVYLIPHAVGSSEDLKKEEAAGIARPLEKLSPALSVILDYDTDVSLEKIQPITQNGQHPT
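After overnight tetracycline induction at 30 C, force-coupled D1 HEK293 cells took up a no-wash calcium dye at room temperature. Compounds were added and monitored 180 s, and the response to EC80 dopamine was then recorded.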
RXFP1 antagonist – antagonists of human relaxin receptor RXFP1; Q9HBX9; HEK293-RXFP1, relaxin-stimulated cAMP HTRF, 30 min; active compounds read low; activity change, negative = inhibition, % at 57.5 µM; 0.59% of 350,000 active; AID 1259400;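 active = activity change of -60% or lower, but not beyond a set lower limit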; note: % is set by controls: 0 for no effect and ±100 for the full control effect
D1 potentiator – potentiators of human D1 dopamine receptor; 0.036% of 360,000 active; potentiation, % at 10 µM; HEK293 TREx D1 cells, calcium flux, dopamine EC20 potentiation; P21728; in the data active = potentiation above about 30%; note: 0% is about no effect
TRHR agonist – TRH receptor (human) agonism; 0.18% of 360,000 active; activation, % at 2 µM; P34981; AID 493084; TRHR cells, calcium flux fluo-8, FDSS agonist mode; note: 0% is about no effect
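In this calcium-flux screen, cells bearing human TRHR are dye-loaded with fluo-8, baselined for 10 cycles, then exposed to library compounds; positive kinetic calcium responses during the agonist phase mark hits, with TRH as control.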
D1 ag – human D1 receptor agonism; HEK293 T-REx D1 cells, calcium flux, agonist mode; activation, % at 2 µM; 1% of 360,000 active; note: 0% is about no effect
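Tetracycline-induced HEK293 TREx D1 cells, force-coupled to calcium signalling, were dye-loaded with a no-wash calcium kit. Compound was pin-added after a 10 s baseline. Fluorescence was read kinetically at 1 cycle/s for 180 s, with calcium rises flagged as agonism.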
* hit, by the source's call; nt = not tested or not shown. Cut-off read from the data, not from the text of the source, unless noted: active = activation above about 30%; inactive = the rest.

Every second line gives: D2 antag	TRHR enhancer	D1 ag	D1 potentiator	D2 agonist	TRHR agonist	RXFP1 antagonist	D2 potentiator	D1 antag
1) c1ccc2c(c1)CCc1snnc1-2
    -7.0	-0.4	-0.2	3.0	0.7	-0.2	-3.2	5.1	19.0
2) Cc1ccccc1-c1cc(-c2ccccc2O)n[nH]1
    -8.6	-1.4	3.6	-3.6	0.5	1.0	-10.5	-3.8	8.4
3) Cc1ccc(S(=O)(=O)CCC(=O)Oc2ccc3c(C)cc(=O)oc3c2)cc1
    -5.1	7.1	2.1	-0.8	-0.4	-0.1	16.8	5.8	-3.2
4) COc1ccc(-c2noc(CCCC(=O)Nc3cccc(Cl)c3C)n2)cc1
    nt	0.3	9.9	-1.2	2.1	1.1	-0.8	-6.3	-6.2
5) O=[N+]([O-])c1ccccc1OCCCOc1cccc2cccnc12
    nt	-11.4	0.1	1.9	nt	-0.1	-9.1	nt	-9.3
6) CS(=O)(=O)N(CC(=O)O)c1ccc(Oc2ccccc2)cc1
    nt	4.2	5.0	7.0	nt	0.8	-2.7	nt	1.3
7) O=C(CNC(=O)c1ccccc1)OC1CCCCC1
    -1.8	32.9*	0.1	-5.8	0.0	-0.5	-19.5	0.0	-18.2
8) O=C(CCc1ccccc1)NCc1ccccc1
    3.5	0.1	0.2	-3.2	0.3	0.0	7.0	-5.9	20.5
9) CCOC(=O)c1nc(N2CCN(c3ccc(F)cc3)CC2)c2c(C)noc2n1
    nt	-3.8	0.5	0.6	nt	-0.2	-6.6	-4.7	-11.9
10) Cc1onc(-c2ccccc2Cl)c1C(=O)OCC(=O)c1ccc[nH]1
    -14.1	-6.9	2.5	-15.3	-0.6	0.2	-12.5	-0.1	-8.8
11) c1ccc2c(c1)CC(CN1CCNCC1)O2 (configuration not stated)
    -2.9	-3.9	4.1	0.6	5.4	0.9	3.0	8.8	1.7
12) O=C(Nc1ccncc1)c1ccc(Cl)c(S(=O)(=O)N2CCCCC2)c1
    -9.5	5.6	18.0	-8.5	0.0	-0.2	-14.2	-1.0	-38.6*
13) Cc1ccc(S(=O)(=O)NNc2nc3ccccc3nc2C(F)(F)F)cc1
    11.5	1.7	1.8	1.8	0.2	0.0	1.9	-2.1	-0.2
14) COC(=O)c1sc(-c2ccc(C(C)(C)C)cc2)cc1NC(=O)c1ccccc1C(=O)O
    -1.9	1.3	7.7	-4.7	-1.3	0.0	nt	-2.8	-1.5
15) Cc1cc(C)n2nc(Sc3ncccc3[N+](=O)[O-])nc2n1
    -9.5	-6.3	0.8	0.3	0.0	0.4	-6.0	3.5	12.0
16) C=CCN1C(=O)C(Cc2ccc(OC)cc2)S/C1=N\N=C\c1cccs1 (configuration not stated)
    1.9	3.2	9.6	6.2	0.7	1.6	0.7	-7.4	2.1
17) COCc1cc(C)nc(SCC(=O)NCC2CCCO2)c1C#N (configuration not stated)
    -33.0	10.2	-0.8	-9.4	-1.9	-1.1	-1.8	7.8	-24.6
18) Cc1ccc(-c2cc(NC(=O)COc3ccc(Cl)c(C)c3)on2)cc1
    nt	-1.0	3.1	-0.5	1.3	0.6	-0.6	-1.6	3.9
19) CCCCN(CC)C(=O)CSc1nc2c(sc(=S)n2-c2ccc(OCC)cc2)c(=O)[nH]1
    2.7	-2.6	2.3	0.5	-0.4	0.1	-0.3	3.4	6.9
20) COc1ccc(Cl)cc1NC(=O)COC(C)=O
    -7.1	-3.6	3.0	-3.8	-0.2	-0.2	9.5	-9.8	0.5

Ordered by the number under TRHR enhancer (largest number first): some entries from above
no.	compound	TRHR enhancer
14	COC(=O)c1sc(-c2ccc(C(C)(C)C)cc2)cc1NC(=O)c1ccccc1C(=O)O	1.3
8	O=C(CCc1ccccc1)NCc1ccccc1	0.1
1	c1ccc2c(c1)CCc1snnc1-2	-0.4

Later entries
Every second line gives: D2 antag	TRHR enhancer	D1 ag	D1 potentiator	D2 agonist	TRHR agonist	RXFP1 antagonist	D2 potentiator	D1 antag
21) O=C(/C=C(\c1ccc(Cl)cc1)n1cncn1)c1ccc(Cl)cc1
    -0.8	-1.3	1.1	-2.7	0.8	-0.1	7.2	13.5	-13.1
22) COc1cc(/C=N/Nc2nc(C)nc3c2cnn3-c2ccccc2)ccc1O
    18.2	3.4	0.7	-2.4	-1.1	1.4	0.1	-2.6	-2.0
23) COc1ccc(C(c2nnnn2CCc2ccccc2)N2CCN(C3CCCC3)CC2)cc1 (configuration not stated)
    -6.5	0.4	1.4	0.3	0.3	1.4	1.5	-10.1	13.5
24) COc1cc(OC)cc(C(=O)NCc2ccc3c(c2)CCN3C(=O)c2ccccc2)c1
    nt	0.2	2.4	-3.8	0.3	-0.8	12.4	0.4	12.1
25) O=C(Cn1nc(C(F)(F)F)c2c1CCC2)N1CCN(c2ccccc2)CC1
    17.4	1.5	2.8	-2.3	-0.7	-0.5	4.3	7.2	-2.0
26) Cc1cc(C(=O)Nc2ccccc2C(=O)N2CCCCC2)ccc1[N+](=O)[O-]
    -16.2	-3.6	0.1	-2.5	0.7	-0.7	10.0	7.4	7.0
27) COCCC(=O)N1CCCC(C(=O)c2ccc(Oc3ccccc3)cc2)C1 (configuration not stated)
    8.9	5.8	4.6	-1.9	-0.7	-1.7	-3.8	4.8	-4.4
28) CCCCNC(=O)c1onc(CSc2ccc(F)cc2)c1C(=O)NCCCC
    -16.3	-0.5	14.2	-2.4	-0.2	-0.2	nt	5.8	-9.2
29) Nc1nc(Nc2ccccc2F)sc1C(=O)c1ccc(Cl)cc1
    nt	2.5	0.2	-6.2	0.1	-0.9	-32.0	-10.2	13.7
30) CC(C)Cn1c(/C=C/c2ccc(F)cc2)nc2ccccc21
    nt	5.6	4.4	-5.5	0.9	-3.4	nt	-7.1	-1.4
31) COc1ccccc1CCC(=O)OCc1csc(CC(=O)Nc2ccccc2C)n1
    15.8	10.0	2.9	-0.9	-0.7	1.0	3.2	-6.7	-6.0
32) Cc1ccc(NC(=O)CN2C(=O)C(C)(C)c3cc(S(=O)(=O)N4CCCCC4)ccc32)c(Br)c1
    nt	-3.3	6.9	-2.0	-0.3	0.8	-13.4	-2.4	4.2
33) COCCN1C(=O)N(c2cccc(OC)c2)C(=O)C1CC(=O)Nc1ccc(OC)cc1 (configuration not stated)
    -2.5	0.0	1.7	3.2	-0.1	-0.2	-4.8	4.3	-7.2
34) CC(=O)c1c(C(=O)O)[nH]c(C(=O)O)c1C
    5.1	1.3	-2.6	-1.8	-0.1	0.7	-0.9	0.5	-2.4
35) Cc1ccc(NC(=O)c2cccs2)cc1S(=O)(=O)Nc1cccc(Cl)c1
    -12.5	20.5	5.4	-6.0	-0.7	0.0	-12.1	2.7	-14.4
36) COc1ccccc1NS(=O)(=O)c1cccc(C(=O)NCC(C)(C)N2CCOCC2)c1
    7.6	7.8	1.0	2.6	0.5	0.0	2.9	-3.8	-26.1
37) CN(CC(=O)Nc1cc(S(=O)(=O)N2CCCC2)ccc1Cl)Cc1ccc2c(c1)OCO2
    31.7*	1.1	4.1	-8.1	-0.6	0.1	5.8	-16.3	-37.1*
38) CCCC(C)c1nnc(NC(=O)C2CCCO2)s1 (configuration not stated)
    -10.4	0.5	1.5	-1.9	-2.1	-0.1	-3.5	-12.5	15.2
39) Cc1ccc(CSc2nnc3ccc(-c4ccncc4)nn23)cc1
    nt	1.8	0.7	-5.9	nt	-0.6	-0.7	nt	-4.4
40) CN(C)C(/C=C/Nc1ccc(O)cc1)=C(C#N)C#N
    -6.5	0.6	1.1	-3.1	4.0	-0.1	1.8	-1.0	2.1

A different layout for two compounds above:
39	Cc1ccc(CSc2nnc3ccc(-c4ccncc4)nn23)cc1
22	COc1cc(/C=N/Nc2nc(C)nc3c2cnn3-c2ccccc2)ccc1O

| compound no. | 39 | 22 |
| --- | --- | --- |
| D2 antag | nt | 18.2 |
| TRHR enhancer | 1.8 | 3.4 |
| D1 ag | 0.7 | 0.7 |
| D1 potentiator | -5.9 | -2.4 |
| D2 agonist | nt | -1.1 |
| TRHR agonist | -0.6 | 1.4 |
| RXFP1 antagonist | -0.7 | 0.1 |
| D2 potentiator | nt | -2.6 |
| D1 antag | -4.4 | -2.0 |

Other structures
Every second line gives: D2 antag	TRHR enhancer	D1 ag	D1 potentiator	D2 agonist	TRHR agonist	RXFP1 antagonist	D2 potentiator	D1 antag
41) O=C(CCCN1C(=O)c2cccc3cccc(c23)C1=O)NCCN1CCOCC1
    -15.0	5.7	2.1	-1.2	1.1	0.6	4.6	-1.2	6.7
42) COc1cccc(OCCNc2cc(N3CCCCC3)ccc2[N+](=O)[O-])c1
    11.3	-2.0	1.8	2.3	-0.1	0.1	7.9	-3.6	-9.9
43) COc1ccc(N2C(=O)N3[C@H](c4ccc(Br)cc4)[C@@H]4C(=O)N(C(C)(C)C)C(=O)[C@@H]4[C@]3(Cc3ccccc3)C2=O)cc1
    23.3	-3.0	7.8	-6.7	0.6	0.7	nt	1.8	15.0
44) CCc1cc(C(=O)OC)c(NC(=O)CC2Nc3cc(C)c(C)cc3NC2=O)s1 (configuration not stated)
    8.0	0.1	3.1	0.8	1.7	1.6	-2.1	12.0	-3.1
45) CC(C)c1ccc(C2NC(C(=O)O)CS2)cc1 (configuration not stated)
    -5.0	2.8	2.0	-2.9	0.4	1.2	-15.5	7.6	1.6
46) N#CC(C#N)=C(Nc1ccc(F)cc1)SCc1cccc(F)c1
    15.6	-6.6	33.7*	-11.8	17.6	4.2	12.8	-7.1	-44.1*
47) C=CCc1c(C)nc2nc(SCC(=O)Nc3ccc(OCC)cc3)nn2c1C
    nt	6.6	-3.0	-1.5	nt	-0.3	-12.8	-1.8	-21.5
48) CCN1CCN(c2ccc(NC(=O)c3cc(OC)c(OC)c(OC)c3)cc2)CC1
    -20.1	7.2	3.6	-0.2	0.0	0.0	-13.8	-15.2	-4.9
49) CCN(C(=O)CSc1ncnc2c1cnn2-c1ccccc1)C1CCS(=O)(=O)C1 (configuration not stated)
    0.5	-1.2	3.5	-7.0	0.4	0.4	-0.6	-23.6	11.3
50) COc1ccc(N(CC(=O)NCc2ccco2)S(C)(=O)=O)cc1Cl
    -6.6	-0.5	1.8	-2.2	-0.1	0.2	-11.2	-3.7	-67.6*
51) COc1ccc(CN=CC2=C(O)CNC2=O)cc1
    nt	-0.3	-1.8	2.6	nt	0.1	-7.2	-2.5	2.7
52) Cc1cc(C)cc(C(=O)NC(CC(N)=O)c2ccc(NC3CCCCCCC3)c([N+](=O)[O-])c2)c1 (configuration not stated)
    nt	1.5	2.7	9.3	nt	-0.2	nt	nt	-1.3
53) Cc1cc(C)n(C2CCCCC2OC(=O)c2ccccc2F)n1 (configuration not stated)
    14.5	-9.3	-2.9	-0.1	0.5	-0.4	-10.5	-9.9	2.9
54) COc1ccc(-n2c(NC(=O)c3ccc(Br)o3)c(C#N)c3nc4ccccc4nc32)cc1
    3.2	-10.8	18.2	-10.8	4.4	9.5	nt	2.3	-16.4
55) Cc1c(C(=O)N/N=C/c2ccccc2)[nH]c2ccc(Cl)cc12
    nt	15.6	13.9	-6.3	nt	0.6	-23.8	nt	-21.2
56) O=C(NC1CCCC1)C(c1ccncc1)N(C(=O)c1csnn1)c1cccc(F)c1 (configuration not stated)
    8.1	-5.8	3.4	nt	0.7	-1.2	-2.8	1.5	1.2
57) COc1ccc(NC(=O)c2oc3ccccc3c2C)cn1
    -2.1	-2.6	4.8	6.5	1.2	2.5	8.3	10.2	-8.0
58) Cc1ccccc1/C=C/c1nc2ccccc2c(=O)n1Cc1ccccc1
    -4.7	9.1	4.9	3.7	-0.8	-0.5	11.6	9.3	0.4

Assay outcomes from PubChem.
